Source: PubChem BioAssay
F508del corr: correctors of CFTR F508del function in bronchial epithelial cells; CFBE cells, YFP halide quenching; stimulated with forskolin plus potentiator P3; % fluorescence drop versus neutral controls; activity (quench increase), % at 7.58 µM; 0.36% of 350,000 active;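 active = mean added fluorescence quench of at least 8% versus neutral control, with both replicates also reaching 8%; inconclusive = only one of the mean or replicate conditions met; inactive = mean below 8% and not both replicates reaching 8%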;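 note: cells transiently co-express mutant CFTR-F508del with the halide-sensitive YFP; corrector assay measuring rescue of mutant channel to the surface after 24 h compound exposure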
CASP6 VEID inh: caspase-6 (human) enzyme inhibition | P55212 | purified caspase-6, Z-VEID-R110 cleavage fluorescence | inhibition, % at 12.5 µM | 0.53% of 350,000 active | AID 686996;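 active = mean inhibition across replicates at least about 35%, with every replicate also reaching that limit, limit read from the data; inconclusive = only one of the two criteria met; inactive = neither criterion met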;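 note: 0% = median of neutral control wells and 100% = no fluorescence left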
Target sequence (P55212 24-179 limits assumed): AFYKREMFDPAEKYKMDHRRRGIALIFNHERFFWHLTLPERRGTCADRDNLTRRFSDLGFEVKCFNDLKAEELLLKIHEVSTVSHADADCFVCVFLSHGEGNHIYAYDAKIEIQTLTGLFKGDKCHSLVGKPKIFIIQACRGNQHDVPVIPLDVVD
Target sequence (P55212 194-293 limits assumed): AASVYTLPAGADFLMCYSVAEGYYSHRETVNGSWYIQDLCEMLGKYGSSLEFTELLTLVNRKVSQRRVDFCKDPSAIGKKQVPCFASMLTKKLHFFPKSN
E-sel inducer: induces E-selectin expression in human endothelial cells. P16581. HUVEC E-selectin immunofluorescence imaging; normalized: neutral wells 0, TNF-alpha wells 100. activation, % at 7.58 µM. 0.37% of 260,000 active;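 active = mean E-selectin-positive cell signal at least 10% of the positive control, reached in at least 60% of replicates, without over 20% cell loss; inconclusive = no rule given, readout overlaps actives, possibly toxicity-flagged; inactive = the rest, including those meeting only one limit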;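 note: in these data hits start at about 27%; measured in HUVEC primary endothelial cells; signal is the percent of cells scored E-selectin positive by PE staining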
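Test system: HUVEC | Signal: Immunofluorescence imaging | Read-out: Percent E-selectin-positive cells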
RAD54 inh: inhibitors of human RAD54 branch migration. Q92698. RAD54 Holliday junction branch migration, FAM/BHQ fluorescence. inhibition, % at 10.4 µM. 0.14% of 360,000 active. AID 602329;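 active = mean normalized replicate activity at least 40 and at least half of replicates scoring 40 or more; inconclusive = only one of the two criteria met; inactive = mean below 40 and under half of replicates reaching 40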;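 note: 0% = median of neutral control wells and 100% = median of positive control wells; inhibitors cause a drop in the FAM fluorescence signal; in these data hits start at about 50%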
DENV2 CPE rescue: inhibitors of DENV2 cytopathic effect | 1.7% of 350,000 active | CPE inhibition, % at 9.99 µM | DENV2-infected cells, cytopathic effect rescue, plate reader; in the data active = CPE inhibition above about 20%, passing the limit was not always enough; inconclusive = no clear call, values can overlap the other calls; tested in BHK-21 cells;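 note: 0% = median of neutral control wells and 100% = median of positive control wells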
XiGFP reactiv: X-chromosome reactivation activator; AID 743238; 0.055% of 360,000 active; activation, % at 7.58 µM; XiGFP mouse fibroblasts, % GFP-positive cells imaging, 3 d; cells co-treated with 5-aza-dC sensitizer; scaled so ellipticine positive control = 100%;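 active = mean normalized replicate activation at least 10% and every replicate at or above 10%; inconclusive = only one of the two criteria met; inactive = mean below 10% and not all replicates reach 10%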;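 note: 0% = median of on-plate neutral control wells and 100% = ellipticine 6 µM median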
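Assay system: SV40-immortalized XiGFP fibroblast cells, line 68-5-11; buffer or medium: DMEM plus 5-aza-dC sensitizer; compound: one concentration, pinned; timing: compounds 3 days, fix/stain 15 min at room temperature; benchmarks: positive control ellipticine, 6 µM final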
INS-1E GSIS act: GLuc luminescence reporter in INS-1E cells, primary screen for activators of glucose-dependent secretion of insulin | activation, % at 16.6 µM | 0.61% of 370,000 active | INS-1E GLuc reporter insulin secretion, 2-3 h;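 active = lowest replicate activation of at least 40%, so every replicate reaches that level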;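 note: 0% = median of neutral control wells and 100% = median of IBMX positive control wells; some compounds called inactive have numbers as strong as hits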
RAD52 anneal inh: blocks human RAD52 DNA annealing; P43351; inhibition, % at 18.7 µM; recombinant RAD52 DNA annealing, FRET fluorescence; 0.46% of 360,000 active;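 active = every replicate showing at least 50% inhibition; inconclusive = mean inhibition at least 50% but not in every replicate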
Target sequence (P43351 whole entry, looked up): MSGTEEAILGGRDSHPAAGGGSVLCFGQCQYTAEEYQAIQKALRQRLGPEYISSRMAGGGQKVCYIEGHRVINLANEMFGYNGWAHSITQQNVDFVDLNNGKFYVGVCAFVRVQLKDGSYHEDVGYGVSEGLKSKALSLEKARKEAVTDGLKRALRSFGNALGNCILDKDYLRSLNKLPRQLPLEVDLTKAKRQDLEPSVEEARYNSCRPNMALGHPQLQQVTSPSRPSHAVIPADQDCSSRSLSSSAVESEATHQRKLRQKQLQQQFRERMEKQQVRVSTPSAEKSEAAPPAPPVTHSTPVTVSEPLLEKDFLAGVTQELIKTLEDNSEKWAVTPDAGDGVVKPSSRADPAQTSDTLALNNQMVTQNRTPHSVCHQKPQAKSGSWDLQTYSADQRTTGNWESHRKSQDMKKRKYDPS
* = called active by the depositor; u = inconclusive; x = no result given; & = joins results of further samples.

SMILES	F508del corr	CASP6 VEID inh	E-sel inducer	RAD54 inh	DENV2 CPE rescue	XiGFP reactiv	INS-1E GSIS act	RAD52 anneal inh
O=C(C[C@@H]1C[C@H]2c3cc(NS(=O)(=O)c4ccc(F)cc4)ccc3O[C@H]2[C@@H](CO)O1)NCc1ccccc1F	2.0	-2	-0.3	5	12	0.0	-18	-13
CN(C)CC(=O)N1[C@H](CO)[C@@H](c2ccccc2)C12CN(C(=O)c1ccc(F)cc1)C2	4.4	1	0.1	x	-5	0.1	9	8
CCOC(=O)C1CCCN(C(=O)c2cc(-c3ccc(C)cc3)nc3ccccc23)C1 (stereo not drawn)	x	3	0.2	x	2	0.0	-27	-6
Cc1ccc(S(=O)(=O)N2CCCCC2)cc1NC(=O)CSc1nnc(C2CC2)n1C	-1.9	-2	4.7	8	6	0.1	12	-2
Nc1nc(COC(=O)C2CCN(C(=O)c3ccc(Cl)cc3)CC2)nc(Nc2ccccc2)n1	3.7	-1	0.5	-4	-2	-0.1	-32	-11
OCc1nc2ccccc2n1CCOc1ccccc1	-0.2	1	x	x	7	0.1	0	-25
Cc1ccc(Cl)cc1NC(=S)N1CCC(c2ccccc2)C1 (stereo not drawn)	1.0	0	0.1	x	14	-0.2	30	-17
CC(C)CC#Cc1ccc2c(c1)O[C@H](CN(C)C(=O)NC1CCCC1)[C@H](C)CN([C@@H](C)CO)S2(=O)=O	2.6	-2	-0.3	1	3	-0.3	-16	8
COCC#Cc1ccc([C@H]2[C@H](CO)N3C(=O)CN(C(=O)CN4CCOCC4)C[C@@H]23)cc1	-0.7	1	-0.1	x	0	0.0	7	3
CCS(=O)(=O)NCC[C@H]1CC[C@H](NC(=O)C2CC2)[C@@H](CO)O1	2.0	2	-0.5	x	7	-0.1	1	-16
COc1ccccc1CNC(=O)c1cc2sccc2n1C	-0.9	1	x	x	-5	x	-22	-8
N#C[C@@H]1[C@H](c2ccccc2C2=CCCCC2)[C@@H](CO)N1C(=O)C1CCOCC1	-1.1	-3	-0.1	x	5	0.1	-23	-2
CCn1cc(C(=O)NCCCOC)c(=O)c2cc(S(=O)(=O)N3CCC(C)CC3)ccc21	0.2	1	6.7	4	-3	0.2	0	-5
Cc1c(-c2ccccc2)oc2c(C(=O)OCC(=O)Nc3cccc(F)c3)cccc2c1=O	0.2	-1	x	-3	-1	0.1	-2	-17
COc1ccc(CN(C)C[C@@H]2OCCCC[C@@H](C)Oc3ccc(NC(=O)Nc4ccc(C(F)(F)F)cc4)cc3C(=O)N([C@H](C)CO)C[C@@H]2C)cc1	1.6	-1	x	-9	2	0.1	5	42

The closing four compounds of the part above lead into the next:
SMILES	F508del corr	CASP6 VEID inh	E-sel inducer	RAD54 inh	DENV2 CPE rescue	XiGFP reactiv	INS-1E GSIS act	RAD52 anneal inh
N#C[C@@H]1[C@H](c2ccccc2C2=CCCCC2)[C@@H](CO)N1C(=O)C1CCOCC1	-1.1	-3	-0.1	x	5	0.1	-23	-2
CCn1cc(C(=O)NCCCOC)c(=O)c2cc(S(=O)(=O)N3CCC(C)CC3)ccc21	0.2	1	6.7	4	-3	0.2	0	-5
Cc1c(-c2ccccc2)oc2c(C(=O)OCC(=O)Nc3cccc(F)c3)cccc2c1=O	0.2	-1	x	-3	-1	0.1	-2	-17
COc1ccc(CN(C)C[C@@H]2OCCCC[C@@H](C)Oc3ccc(NC(=O)Nc4ccc(C(F)(F)F)cc4)cc3C(=O)N([C@H](C)CO)C[C@@H]2C)cc1	1.6	-1	x	-9	2	0.1	5	42
O=C1NC[C@H](CCCCN2CCN(CCC3CCCCC3)C(=O)C2=O)N(CCc2ccc(O)cc2)C1=O	0.7	4	-0.1	x	-5	-0.1	1	-26
CCOc1cc(/C=C2\C(=O)NN(c3ccccc3)C2=O)cc([N+](=O)[O-])c1O	0.5	37*	x	x	x	0.1	5	-16
CC1CC(C)(C)CC2(C1)NC(=O)N(CC(=O)OCC(=O)Nc1cc(S(=O)(=O)N3CCCCC3)ccc1Cl)C2=O (stereo not drawn)	3.4	4	-0.2	1	-8	0.0	-8	-13
COCCNC(=O)C[C@@H]1CC[C@H]2[C@@H](COc3ccc(NC(=O)c4cnccn4)cc3C(=O)N2C)O1	-3.9	-1	0.0	8	7	0.3	4	1
COc1ccc2nc(NC(=O)c3c(C)noc3C)sc2c1	0.7	2	-2.4	6	15	-0.1	-1	1
COc1ccc(C(=O)NCCNc2nc3cc(C)cc(C)c3cc2C#N)c(OC)c1	-3.5	0	-0.1	x	2	-0.1	9	-66
CCCNC(=S)N1CCN(C(c2ccccc2)c2ccccc2)CC1	x	x	-0.5	-6	x	0.0	-31	x
C=CCOc1ccc(/C=C2\C(=N)N3N=C(S(=O)(=O)CC)SC3=NC2=O)cc1OC	-1.1	9	2.2	-3	-2	0.0	-1	-16
CC1=C(C(=O)OCc2ccccc2)C(c2ccc(Cl)cc2)NC(=O)N1CCCCCC(=O)O (stereo not drawn)	-1.1	0	-0.2	-6	3	0.0	-5	-2
CCc1nnc(NC(=O)CSc2ccc(-c3ccc(-n4cccn4)cc3)nn2)s1	0.0	1	-2.3	x	-6	0.0	-3	-20
COCC(=O)Nc1ccc2c(c1)C(=O)N(C)[C@@H]1CC[C@H](CC(=O)NCCCN(C)C)O[C@H]1CO2	0.0	-1	0.2	-30	10	0.0	4	35
CCS(=O)(=O)N1CCN(C(=O)c2cccc3ccccc23)CC1	-3.0	-3	0.4	7	2	0.3	2	-12
O=C(COc1cccc(Cl)c1)NCc1ccccc1	-1.6	2	0.0	-11	5	0.0	0	-4
CCCNC(=O)N1C[C@H]2[C@@H](c3ccccc31)[C@@H](CO)N2Cc1cccc(OC)c1	-3.3	1	0.3	12	-5	0.4	-7	-15
COc1ccccc1N1CCN(C(=O)C(=O)N/N=C/c2ccccc2F)CC1	x	1	-1.6	-1	-2	0.0	10	-6
C[C@@H]1CCCCO[C@H](CN(C)C(=O)CCCN(C)C)[C@H](C)CN([C@H](C)CO)C(=O)c2cc(NC(=O)c3ccccc3)ccc2O1	-1.1	-1	-0.4	6	18	0.1	1	2
C=CCNC(=S)Nc1ccc(F)cc1F	-1.1	0	x	x	0	0.3	-1	-6
COc1ccc(NC(=O)c2cc(F)cc(F)c2)cc1Cl	x	1	x	10	x	x	10	-2
O=C(C[C@@H]1C[C@@H]2c3cc(NC(=O)Nc4ccccc4F)ccc3O[C@@H]2[C@H](CO)O1)NC1CCCCC1	-1.6	4	0.2	-8	0	1.4	6	-2
O=C(Nc1ccc(N2CCOCC2)cc1)C1=NN(c2ccccc2)C(=O)CC1	1.0	-2	0.0	0	16	0.0	-9	-6
Nn1c(SCC(=O)Nc2ccc(N3CCOCC3)cc2)nnc1-c1cccc(F)c1	2.3	0	x	-13	u	0.2	6	-9
O=C1/C(=C/c2coc3ccc(O)cc3c2=O)SC(=S)N1c1ccccc1	1.7	0	0.9	-12	-6	0.0	8	-23
CCCC(=O)Nc1ccc2c(c1)OC[C@@H](C)N(C(=O)CN(C)C)C[C@H](C)[C@H](OC)CN(C)C2=O	-0.3	x	-0.1	0	8	-0.4	10	3
CO[C@H]1CN(C)C(=O)c2cc(NS(=O)(=O)CC(F)(F)F)ccc2OC[C@H](C)NC[C@H]1C	1.9	-6	0.0	10	12	0.2	3	0
Cc1noc(C)c1NC(=O)N(C)C[C@H]1Oc2c(NC(=O)NC(C)C)cccc2C(=O)N([C@H](C)CO)C[C@@H]1C	-1.1&-2.0	3&-1	-0.8&0.0	-2&-13	-8&-9	0.0&0.0	2&25	10&4
COc1ccc(OCC(=O)N2CCCC(CO)(CCOc3ccccc3)C2)cc1 (stereo not drawn)	1.0	-1	x	1	-1	0.1	-25	-18
CCC1CCCCN1C(=O)CSc1nc2c(c(=O)n(C)c(=O)n2C)n1C (stereo not drawn)	1.4	-1	x	x	2	0.1	-8	-10
CCCCNc1c(-c2cc3ccccc3o2)nc2nc(C)cc(C)n12	-1.3	6	0.0	x	8	-0.1	2	-14
COc1ccc(C2=NO[C@@](CC(=O)O)(C(=O)Nc3ccc4c(c3)OCCO4)C2)cc1	-1.7	13	-0.3	3	-2	0.0	-2	-20
C[C@@H]1CCCCO[C@@H](CN(C)CC2CC2)[C@H](C)CN([C@@H](C)CO)C(=O)c2cc(NC(=O)Nc3cccc4ccccc34)ccc2O1	0.1	x	-0.2	8	-7	0.0	-14	x

Record cards, from the list above. Order of screens: F508del corr | CASP6 VEID inh | E-sel inducer | RAD54 inh | DENV2 CPE rescue | XiGFP reactiv | INS-1E GSIS act | RAD52 anneal inh
O=C1NC[C@H](CCCCN2CCN(CCC3CCCCC3)C(=O)C2=O)N(CCc2ccc(O)cc2)C1=O reads 0.7 | 4 | -0.1 | x | -5 | -0.1 | 1 | -26
C[C@@H]1CCCCO[C@@H](CN(C)CC2CC2)[C@H](C)CN([C@@H](C)CO)C(=O)c2cc(NC(=O)Nc3cccc4ccccc34)ccc2O1 reads 0.1 | x | -0.2 | 8 | -7 | 0.0 | -14 | x

New compounds follow.
SMILES	F508del corr	CASP6 VEID inh	E-sel inducer	RAD54 inh	DENV2 CPE rescue	XiGFP reactiv	INS-1E GSIS act	RAD52 anneal inh
CCC(=O)N1C[C@H](C)[C@H](OC)CN(C)C(=O)c2cc(NC(=O)C3CCOCC3)ccc2OC[C@H]1C	-0.1	0	-0.1	-2	8	0.6	21	-1
O=C(O)c1ccc(Nc2nc(-c3cccnc3)cs2)cc1	5.3	-4	0.0	-6	-6	0.0	17	-8
Cc1cccc(OC2CCN(Cc3nc(CC4CC4)no3)CC2)c1	-0.5	0	x	0	2	0.1	28	-3
COc1ccc(S(=O)(=O)N(C)C[C@@H]2Oc3c(NS(=O)(=O)c4ccc(C)cc4)cccc3C(=O)N([C@@H](C)CO)C[C@@H]2C)cc1	2.2	-2	-0.4	x	16	-1.1	-16	-1
COc1cc(NC(=O)COC(=O)CO/N=C(\C)c2ccc3c(c2)OCO3)cc(OC)c1OC	1.9	-2	180*	x	1	0.0	-1	6
CCN(Cc1ccncc1)C(=O)CCc1ccccc1	0.0	-1	x	-2	-3	0.0	4	-10
COc1ccccc1CNC(=O)C[C@H]1C[C@@H]2c3cc(NC(=O)CN(C)C)ccc3O[C@@H]2[C@H](CO)O1	-4.5	-1	-0.1	5	-9	0.0	-5	-7
COC(=O)CN(c1ccc2c(c1)OCO2)S(C)(=O)=O	x	2	x	-4	x	x	11	-2
C=Cn1cc(CNC[C@H]2O[C@@H](n3cc(C)c(=O)[nH]c3=O)C[C@@H]2O)c(C)n1	0.1	-3	x	-9	u	-0.2	8	-7
CN(C)c1cc(-c2ccccc2)nc(-c2ccccc2)n1	-3.7	0	0.7	2	1	-0.1	-6	-9
COc1cccc(CN2CCNC(=O)C2CC(=O)N(C)Cc2cnccn2)c1OC (stereo not drawn)	1.2	1	x	x	7	0.0	2	-9
COc1cc(CNC(=O)Nc2nnc([C@H]3C[C@H](O)[C@@H](CO)O3)s2)cc(OC)c1OC	1.6	1	-0.2	-16	3	0.2	1	-2
Cc1ccc(NS(=O)(=O)c2ccc3c(c2)NC(=O)CCS3)c(Cl)c1	-1.3	7	x	-9	7	0.0	-5	-5
O=C(NC1=NCCS1)c1ccc([N+](=O)[O-])cc1Cl	-1.5	-4	x	x	15	0.0	-19	-7
O=C(O)CN1C(=O)NC2NC(=O)NC21 (stereo not drawn)	0.1	13	x	-8	x	x	-1	0
CN(C(=S)NC(=O)c1ccc(Cl)cc1)C1CCCCC1	-0.3	5	0.1	0	u	0.0	9	0
